# OX1R antag-1: antagonists of human orexin 1 receptor | actives 0.43% (n = 330,000) | AID 434989 | O43613 | inhibition, % at 5 µM | CHO/OX1R cells, Fluo-8 calcium fluorescence, orexin A;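 active = inhibition above its plate's threshold, mean inhibition of all tested compounds on the plate plus 3 SD, cut at about 37% in these data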;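 also: 0% = orexin A challenge wells and 100% = SB-334867-A antagonist wells; not every result past the cut was called active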
# Target sequence (O43613 whole entry, looked up): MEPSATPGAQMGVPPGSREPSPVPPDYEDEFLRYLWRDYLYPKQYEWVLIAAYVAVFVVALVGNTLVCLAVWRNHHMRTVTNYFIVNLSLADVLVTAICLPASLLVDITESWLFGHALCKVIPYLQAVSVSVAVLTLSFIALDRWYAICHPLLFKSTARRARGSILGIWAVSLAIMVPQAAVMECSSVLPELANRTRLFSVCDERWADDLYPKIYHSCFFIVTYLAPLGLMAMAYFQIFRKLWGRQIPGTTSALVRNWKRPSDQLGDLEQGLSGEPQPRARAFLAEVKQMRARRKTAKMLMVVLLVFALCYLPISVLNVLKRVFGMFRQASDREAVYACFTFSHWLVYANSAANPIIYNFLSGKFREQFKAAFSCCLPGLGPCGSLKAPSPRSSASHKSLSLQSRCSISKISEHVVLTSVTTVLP
# CHT PAM: allosteric activators of human choline transporter CHT. Q9GZV3. CHT-expressing cells, membrane potential dye, choline EC20; active compounds read high; LV-AA mutant CHT in HEK293 cells. B-score at 10 µM. actives 0.49% (n = 310,000). AID 488977;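 active = initial fluorescence not abnormally high and integrated response B-score, plate-corrected, over 3 SD above library mean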
# Target sequence (Q9GZV3 whole entry, looked up): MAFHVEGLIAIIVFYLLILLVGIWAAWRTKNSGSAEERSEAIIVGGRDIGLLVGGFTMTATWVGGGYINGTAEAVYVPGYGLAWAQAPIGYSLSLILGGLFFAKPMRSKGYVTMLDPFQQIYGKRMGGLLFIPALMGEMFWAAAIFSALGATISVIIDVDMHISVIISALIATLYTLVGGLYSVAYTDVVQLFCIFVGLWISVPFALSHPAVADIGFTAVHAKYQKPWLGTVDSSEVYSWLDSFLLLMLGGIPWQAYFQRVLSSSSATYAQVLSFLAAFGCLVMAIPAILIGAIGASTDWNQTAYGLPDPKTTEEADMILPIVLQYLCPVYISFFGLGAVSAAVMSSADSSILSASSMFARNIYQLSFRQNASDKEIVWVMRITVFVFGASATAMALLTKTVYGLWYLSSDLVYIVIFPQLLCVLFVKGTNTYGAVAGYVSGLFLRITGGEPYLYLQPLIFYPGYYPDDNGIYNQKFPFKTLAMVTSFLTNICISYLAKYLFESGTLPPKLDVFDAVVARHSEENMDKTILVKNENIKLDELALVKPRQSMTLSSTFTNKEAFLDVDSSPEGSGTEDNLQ
# OX1R antag-2: antagonists of human orexin 1 receptor (OX1R) | inhibition, % at 6.6 µM | actives 1.8% (n = 330,000) | AID 485270 | OX1R-expressing cells, FRET antagonist read-out; in the data active = inhibition mostly above about 38%, no sharp cut-off; inactive = mostly below about 40%;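 also: 0% = agonist challenge alone and 100% = reference antagonist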
# Starred values were filed as active, the others as inactive; i = inactive; / = no result given.
SMILES,OX1R antag-1,CHT PAM,OX1R antag-2
CCOc1ccc(NC(=O)CCN2CCN(c3ccccc3F)CC2)cc1,-19,i,16
CCCCn1c(N)c(N(CCOC)C(=O)c2ccc(C)c(S(=O)(=O)N3CCCCC3)c2)c(=O)[nH]c1=O,-7,i,20
COc1ccc(NC(=S)N=Nc2c(O)[nH]c3ccccc23)cc1,3,i,34
CCCCn1c(N)c(Sc2ccccc2[N+](=O)[O-])c(=O)[nH]c1=O,-23,i,55*
Cc1ccc(-c2c[n+](CC(=O)Nc3ccccc3)c3n2CCC3)cc1,-14,i,8
COc1ccc(S(=O)(=O)N2CCCC(C(=O)NCc3cccnc3)C2)cc1OC (centres undefined),-12,i,21
COc1ccc(N2CCN(C(=O)c3sc4ncn(CC(=O)N5CCCCC5C)c(=O)c4c3C)CC2)cc1 (centres undefined),-8,i,-3
COc1ccc(F)cc1C(=O)C1CCCN(C(=O)CSc2ccccn2)C1 (centres undefined),-19,i,12
Cc1ccc(NC(=O)Cc2csc(-c3ccccc3)n2)cc1F,-7,i,29
COc1ccc(OCC(=O)Nc2ccc(C)c(S(=O)(=O)N(C)C)c2)cc1,-2,i,40
CCOC(=O)c1ccc(NCc2ccncc2)cc1,2,i,16
C/C(N)=C(/C#N)C(=O)CSc1nnc(C)n1-c1ccccc1,-12,i,27
CCN1CCN(C(=O)c2ccc3c(c2)c(C)c(C)n3Cc2ccccc2)CC1,-16,i,13
Fc1ccc(NC(=S)NC23CN4CN(CN(C4)C2)C3)cc1,-6,i,10
C=C1CCN([C@@H](Cc2ccccc2)C(=O)NCCCc2ccccc2)S(=O)(=O)c2ccccc21,10,i,19
CCN(CC)c1ccc(C2C(C(=O)OCCOC)=C(C)NC3=C2C(=O)CC(C)(C)C3)cc1 (centres undefined),-15,i,13
COc1cc2cnc(-c3ccccc3)cc2cc1OC,-21,/,12
COc1ccc(C(C)n2c(C)c3c(C)nnc(C)c3c2C)cc1 (centres undefined),0,6.6*,18
C[C@H](CO)N1C[C@H](C)[C@@H](CN(C)CC2CCCCC2)Oc2c(NS(=O)(=O)c3cccs3)cccc2C1=O,-11,/,7
Cc1ccc2nc(/C(C#N)=C\c3ccc(OC(=O)c4cccs4)cc3)[nH]c2c1,-12,i,17
COc1cc2ccccc2cc1C(=O)N1CCOCC1,-8,i,9
CC(C)[C@H](N[C@@H](C)c1ccccc1)c1c(O)ccc2ccccc12,-15,i,-13
Cc1cc(Nc2ccc(Br)cc2F)n2ncnc2n1,-2,i,14
CCOC(=O)c1cc(NC(=O)c2ccc(Cl)cc2)c(=O)n2c1oc1ccc(Cl)cc12,1,i,7
COc1cc(C)nc(N2CCCC(C(=O)Nc3cccc(Cl)c3C)C2)n1 (centres undefined),-22,i,-1

# Single values from the entries so far:
# Result for `COc1ccc(N2CCN(C(=O)c3sc4ncn(CC(=O)N5CCCCC5C)c(=O)c4c3C)CC2)cc1` (centres undefined) in OX1R antag-1: -8
# Result for `COc1cc(C)nc(N2CCCC(C(=O)Nc3cccc(Cl)c3C)C2)n1` (centres undefined) in OX1R antag-2: -1
# Result for `Cc1cc(Nc2ccc(Br)cc2F)n2ncnc2n1` in OX1R antag-2: 14
# Result for `CCCCn1c(N)c(N(CCOC)C(=O)c2ccc(C)c(S(=O)(=O)N3CCCCC3)c2)c(=O)[nH]c1=O` in OX1R antag-1: -7
# Result for `C/C(N)=C(/C#N)C(=O)CSc1nnc(C)n1-c1ccccc1` in OX1R antag-2: 27
# Result for `CCOC(=O)c1ccc(NCc2ccncc2)cc1` in OX1R antag-2: 16

# Ordered by heavy-atom count (ascending): 3 of the compounds above.
SMILES,OX1R antag-1,CHT PAM,OX1R antag-2
COc1cc2ccccc2cc1C(=O)N1CCOCC1,-8,i,9
CC(C)[C@H](N[C@@H](C)c1ccccc1)c1c(O)ccc2ccccc12,-15,i,-13
CCCCn1c(N)c(N(CCOC)C(=O)c2ccc(C)c(S(=O)(=O)N3CCCCC3)c2)c(=O)[nH]c1=O,-7,i,20

# Carrying on.
SMILES,OX1R antag-1,CHT PAM,OX1R antag-2
CCCCN(CC)CCNC(=O)c1ccc2c(Cl)c3c(nc2c1)CCC3,-41,i,8
O=c1c2ccccc2nc(-c2ccco2)n1/N=C/c1ccco1,-18,i,49
CCOc1ccc(NC(=O)COC(=O)c2ccc3c(c2)C(=O)N(CCc2ccccc2)C3=O)cc1,-12,i,6
CN(C)CCCN(C(=O)c1ccc2c(c1)CCCC2)c1nc2ccc(F)cc2s1,-2,i,20
COc1cc2c(cc1/C=C1/NC(=O)N(c3ccccc3)C1=O)OCO2,-5,i,24
O=C(NCCO)C1(c2ccc(Cl)cc2)CCCC1,-29,i,6
COc1ccc2oc(-c3ccccc3)c(C(=O)N3CCOCC3)c2c1,-20,i,11
CCCCn1c(N)c(N(CCC(C)C)C(=O)C2CCN(C(=O)c3ccccc3C)CC2)c(=O)[nH]c1=O,-17,i,0
CCn1c(CNC(=O)c2cccs2)nnc1SCC(=O)Nc1ccc(Cl)cc1,-11,i,4
Cc1nn(-c2ccccc2)nc1CNC(=O)C1CC1,-12,i,2
COc1ccccc1NC(=O)CN1C(=O)NC2(CCCCCCC2)C1=O,-24,i,5
Cc1cccc(NC(=O)COc2coc(CN3CCN(c4ccccc4)CC3)cc2=O)c1C,-20,i,3
O=C(Nc1ccncc1)C1(c2ccccc2)CCCC1,-15,i,8
CCOc1cccc(-c2c(C(=O)N/N=C(\C)c3ccncc3)nnn2-c2nonc2N)c1,-8,i,6
CCOC(=O)N1CCN(C(=O)C2CC(=O)N(c3ccc(OC)cc3)C2c2ccc(OC)cc2)CC1 (centres undefined),-14,i,-4
CCCN1C(=O)c2cc(C(=O)Nc3ccccc3C)ccc2C1Nc1ccccc1C (centres undefined),-13,i,6
COc1ccc(/C=C/C(=O)c2ccc([N+](=O)[O-])o2)cc1OC,-44,i,67
COc1ccc2c(c1)O/C(=C\c1ccccc1C)C2=O,-16,i,7
CCOC(=O)C1CCCN(C(=O)CN2CCN(Cc3ccc(Cl)cc3)C2=O)C1 (centres undefined),-24,i,19
COCCn1cc(C(=O)NCc2cccs2)c2c3ccccc3n(C)c2c1=O,-24,i,6
Cc1cccc(NC(=O)CSc2nnc(Cn3cnc4ccccc43)o2)c1,-5,i,-6
CSc1ccc(/C=C(\NC(=O)c2ccc(C)cc2)C(=O)Nc2cccc(C)c2)cc1,6,i,3
CC(=O)c1cccc(NC(=O)CCNS(=O)(=O)c2cccc3nonc23)c1,-5,i,97*
Cc1ccc(Cn2ccc(=O)c(OCc3ccccc3)c2C)cc1,-20,i,-2
COc1ccc(OC)c(Nc2nc(C)nc3c2oc2ccccc23)c1,-26,i,6
# Continued:
SMILES,OX1R antag-1,CHT PAM,OX1R antag-2
Cc1ccc(N(Cc2ccc(C(=O)NCC3CCCO3)cc2)S(C)(=O)=O)cc1C (centres undefined),-24,i,15
O=C(C1CCC(Cn2c(=O)[nH]c3ccccc3c2=O)CC1)N1CCN(c2ccccc2)CC1 (centres undefined),-16,i,14
O=C(Nc1ccc2c(c1)OCO2)c1cc(-c2cccc(O)c2)on1,3,i,53
COc1ccc(-c2noc(C3CCCN(C(=O)c4ccccc4)C3)n2)cc1 (centres undefined),-38,i,9
CCC(C)(C)n1nnnc1C(c1ccc2ncccc2c1)N1CCN(c2nc3ccccc3s2)CC1 (centres undefined),28,i,23
COc1ccc(S(=O)(=O)N(CC(=O)N2CCOCC2)Cc2ccccc2)cc1,-20,i,28
COc1ccc(C2Nc3ccccc3C(=O)N2Cc2ccccc2)cc1CN1CCOCC1 (centres undefined),-20,i,12
Cc1nc2nc(NC(=O)c3ccco3)nn2c(C)c1Cl,-2,i,-2
N#Cc1c(N2CCCC2)nc(N)c2c(N)nc(N3CCCC3)cc12,-15,i,27
Cc1cc(C)n(-c2ncnc3sc4c(c23)CCCC4)n1,-8,i,4
Cc1c(C(=O)OCC(=O)N2CCCC2=O)oc2ccccc12,-5,i,20
CCc1nnc(NC(=O)c2cccc(C(=O)Nc3nnc(CC)s3)n2)s1,3,i,9
CC(Sc1nnc(Cc2ccccc2)n1C)C(=O)NC1CC1 (centres undefined),-4,/,-2
CCN(CC)S(=O)(=O)c1ccc(N/N=C/c2cc(OC)ccc2O)nc1,-18,i,14
Fc1ccc(-c2nnn3c2nc(NCc2ccccc2)c2ccccc23)cc1,-11,i,19
CC(=O)NC1C(Oc2ccc(C=O)cc2)OC(COC(C)=O)C(OC(C)=O)C1OC(C)=O (centres undefined),-11,i,13
O=C(Nc1ccc(Cl)c(C(F)(F)F)c1)C1CCCN(S(=O)(=O)c2cnc[nH]2)C1 (centres undefined),-7,i,14
O=C(Nc1c(C(=O)O)[nH]c2ccc(F)cc12)c1cccc(C(F)(F)F)c1,-21,i,5
CC(CCc1ccccc1)NS(=O)(=O)c1ccccc1Cl (centres undefined),-16,i,21
COc1ccc(-c2csc(NC(=O)C3CSC4(C)CCC(=O)N34)n2)cc1 (centres undefined),-17,/,9
O=P(O)(CCc1ccncc1)CN1CCCCC1,3,i,-2
O=C(COC(=O)CNS(=O)(=O)c1ccc(Br)cc1Cl)Nc1ccc(N2CCOCC2)cc1,-4,i,10
Cc1ccc(C(=O)O/N=C(\c2ccccc2)c2cccnc2)cc1,-32,i,16
O=C(Nc1ccc(F)cc1F)c1csc(-c2cccs2)n1,-19,i,11
CCCCn1c(N)c(N(CCOC)C(=O)CN(C)CC(=O)Nc2ccc(Cl)c(Cl)c2)c(=O)[nH]c1=O,-25,/,4
# (list continues)
SMILES,OX1R antag-1,CHT PAM,OX1R antag-2
CCOCC(=O)Nc1cc(C(F)(F)F)ccc1Oc1cccc(Br)c1,-29,i,19
COc1ccc2nc(NS(=O)(=O)c3ccc(NC(C)=O)cc3)sc2c1,-4,i,6
Cc1ccc(C)c(OCCC(=O)NNC(=O)c2cc(C)oc2C)c1,-15,/,4
O=C(c1ccc(-c2cccc(C(F)(F)F)c2)o1)N1CCN(c2ccccc2O)CC1,-19,i,7
CCc1ccc(C(C(=O)NC2CCCC2)N(CCOC)C(=O)CCC(=O)Nc2cc(C)on2)cc1 (centres undefined),-16,i,10
CC1(N2CCOCC2)CC2(O)C(=[N+]1[O-])CCc1c2no[n+]1[O-] (centres undefined),-6,i,17
COc1ccc(NS(=O)(=O)c2cc(Cl)ccc2Cl)cc1S(=O)(=O)N1CCCCC1,-7,i,16
COC(=O)c1sccc1N/C=C(\C#N)S(=O)(=O)C(C)(C)C,-3,i,8
O=C(Cc1cccc2ccccc12)NNC(=O)c1ccc(Br)o1,14,i,51*
Cc1ccc(C(=O)O/N=C2\CCS(=O)(=O)c3sccc32)cc1,-13,i,19
COc1cccc(CN2CCN(C(=O)Nc3ccc([N+](=O)[O-])cc3)CC2)c1,-3,i,18
COc1ccc(NC(=O)CC2S/C(=N\c3nccs3)N(C)C2=O)cc1 (centres undefined),-11,i,14
Cn1c(C(=O)N2CCN(Cc3ccc4c(c3)OCO4)CC2)cc2sccc21,-11,i,4
CCc1ccc(S(=O)(=O)/N=C2\C=C(Nc3ccc(O)cc3)C(=O)c3ccccc32)cc1,15,i,33
O=C(Nc1ccc(F)cc1)Nc1ccc2ccccc2n1,-15,i,0
O=C(COc1ccccc1)Nc1cccc(-c2ccc(N3CCOCC3)nn2)c1,-35,i,7
COc1ccccc1C(=O)N=c1sc2c(C)ccc(OC)c2n1C,-45,i,19
COc1ccc(-c2nnc(SCC(=O)Nc3ccccc3)n2C)cc1,-5,i,16
CC(OC(=O)c1ccc(NC(=O)CC#N)cc1)C(=O)NCCC1=CCCCC1 (centres undefined),11,/,11
Cc1ccc(NC(=O)c2ccc(Cl)cc2Cl)cc1O,-17,i,14
Cc1ccc(CNC(=O)C2CCC(=O)N2C2CCCCC2)cc1 (centres undefined),-6,i,8
CC1CC(C)CN(CCCNC(=O)Cn2ncc3c([nH]c4ccccc43)c2=O)C1 (centres undefined),0,i,10
CN(CC(=O)Nc1sccc1C(N)=O)S(=O)(=O)c1ccc(Cl)cc1,-14,/,0
CS(=O)(=O)c1ccc2nc(NC(=O)Nc3ccc(Cl)c(Cl)c3)sc2c1,6,i,2
CN(C)c1ccc(C(=O)OCC(=O)NC2CCCCC2)cc1,-10,i,35
# Later entries.
SMILES,OX1R antag-1,CHT PAM,OX1R antag-2
COC(=O)/C(=C\C(=O)c1ccc([N+](=O)[O-])cc1)Nc1ccc(OC)cc1,-7,i,28
Cc1ccc(C)c(OC(=O)C2CSC3(C)CCC(=O)N23)c1C (centres undefined),-3,/,2
O=S(=O)(c1ccc(-n2cnnn2)cc1)N(C1CCCCC1)C1CCCCC1,-15,i,12
COc1ccc(N2C(=S)N=C(Nc3cccc(C)c3)C23CCCCC3)cc1,-21,i,11
COc1ccccc1-c1cc(C(=O)N2CCc3ccccc3C2)c2ccccc2n1,-12,i,34
CC(C)n1c(N2CCN(S(=O)(=O)c3cccc([N+](=O)[O-])c3)CC2)nc2ccccc21,-12,i,8
CCOCc1cn(CC(=O)c2ccc([N+](=O)[O-])cc2)c(C)nc1=N,-1,i,38
O=C1N=C(N2CCCC2)CN1c1ccccc1,1,i,7
N#C/C(=C\N1CCOCC1)S(=O)(=O)c1ccc(Cl)cc1,-19,i,8
Fc1cccc(F)c1/C=N/N1CCOCC1,1,i,25
COc1cccc(CNC(=O)C(c2ccc(Cl)cc2)C(C)C)c1 (centres undefined),-8,i,25
CN(C)c1cncc(C(=O)O)c1,-1,i,12
Cc1ccc(C)c(OCCCCN2CCNCC2)c1C,-19,i,6

# Record cards, as listed above:
# `COc1ccc(/C=C/C(=O)c2ccc([N+](=O)[O-])o2)cc1OC` is entered as OX1R antag-1 = -44; CHT PAM = i; OX1R antag-2 = 67
# `O=C(c1ccc(-c2cccc(C(F)(F)F)c2)o1)N1CCN(c2ccccc2O)CC1` is entered as OX1R antag-1 = -19; CHT PAM = i; OX1R antag-2 = 7
